Screening data: PubChem, several laboratories
BaF3 tox: reduces parental Ba/F3 cell viability, JAK2V617F counter-screen | CellTiter-Glo ATP luminescence | inhibition, % at 5.6 µM | hit rate 1.1% among 220,000;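 active = inhibition above a per-campaign cutoff, the mean inhibition of all tested compounds plus 3 SD, cut at about 27% in these data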;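 also: 0% = DMSO wells and 100% = JAK Inhibitor I control wells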
TRPN1 ag: activates the zebrafish TRPN1 channel; HEK293 zebrafish TRPN1-YFP, Fluo-8 calcium fluorescence; 100% = response to 87 µM carbachol; activation, % at 3 µM; hit rate 0.18% among 220,000;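 active = activation above its plate's cutoff, the mean activation of test wells on that plate plus 3 SD, cut at about 19% in these data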;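 also: 0% = DMSO alone and 100% = 87 µM carbachol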
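Material – zebrafish TRPN1-YFP in HEK293 cells · Doses – 3 µM single point · Schedule – dye 1 h 37 °C plus 30 min RT · Signal – Fluo-8 calcium fluorescence, excitation 470-495 nm, emission 515-575 nm · Read-out – % activation versus carbachol response · Control set – carbachol high, DMSO low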
TRPML3 agonist: human mucolipin-3 channel agonism | HEK293 TRPML3-YFP, Fluo-8 calcium fluorescence; 100% = the carbachol control signal | activation, % at 3 µM | hit rate 0.29% among 220,000;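 active = activation above its plate's cutoff, the mean activation of the plate's test wells plus 3 SD, cut at about 12% in these data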;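 also: 0% = DMSO only wells and 100% = carbachol wells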
Target sequence (Q8TDD5 whole entry, looked up): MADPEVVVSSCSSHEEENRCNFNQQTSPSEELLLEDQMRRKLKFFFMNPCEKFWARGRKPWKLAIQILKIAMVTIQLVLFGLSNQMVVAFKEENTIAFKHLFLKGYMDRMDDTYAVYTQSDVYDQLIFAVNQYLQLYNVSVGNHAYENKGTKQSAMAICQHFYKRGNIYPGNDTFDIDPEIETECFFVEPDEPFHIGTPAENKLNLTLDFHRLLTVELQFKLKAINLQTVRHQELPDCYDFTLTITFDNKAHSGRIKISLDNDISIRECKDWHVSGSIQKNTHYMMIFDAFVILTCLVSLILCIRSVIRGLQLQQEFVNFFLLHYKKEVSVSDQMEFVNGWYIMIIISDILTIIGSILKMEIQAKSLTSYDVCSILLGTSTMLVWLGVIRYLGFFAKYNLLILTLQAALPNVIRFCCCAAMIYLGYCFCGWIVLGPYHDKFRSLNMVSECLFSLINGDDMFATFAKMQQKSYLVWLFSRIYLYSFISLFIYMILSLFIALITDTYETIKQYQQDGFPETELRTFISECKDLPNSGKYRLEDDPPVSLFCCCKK
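Test system – HEK293 line with stable expression of human TRPML3-YFP channel · Control set – carbachol 87 µM final as high control (100%), DMSO as low control (0%) · Signal – Fluo-8 calcium dye fluorescence, ex 470-495, em 515-575 nm · Incubation – 1-h 37 °C dye load, 5-s basal, 120-s post-compound reads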
EP2 mod: modulates human prostaglandin E2 receptor EP2 signaling | induction, % at 25 µM | P43116 | EP2-expressing cells, cAMP HTRF FRET, PGE2 co-stimulation | AID 940 | hit rate 0.83% among 260,000;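 active = compounds whose cAMP rise, as percent of the full-agonist control response, exceeds 60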;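 also: rat C6 glioma line stably carrying human EP2 under a CMV promoter; the protocol text gives 20 µM as final concentration; 100% = response of wells given 1 µM PGE2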
Target sequence (P43116 whole entry, looked up): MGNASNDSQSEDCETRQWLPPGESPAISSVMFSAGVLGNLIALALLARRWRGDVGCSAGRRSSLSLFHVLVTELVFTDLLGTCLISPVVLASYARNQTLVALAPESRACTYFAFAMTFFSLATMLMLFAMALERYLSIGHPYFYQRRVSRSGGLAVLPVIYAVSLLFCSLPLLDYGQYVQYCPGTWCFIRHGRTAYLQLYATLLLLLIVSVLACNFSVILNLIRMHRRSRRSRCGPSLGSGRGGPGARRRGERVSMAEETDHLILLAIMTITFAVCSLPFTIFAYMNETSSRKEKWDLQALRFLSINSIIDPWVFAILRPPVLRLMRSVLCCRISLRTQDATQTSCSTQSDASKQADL
S1P4 antagonist: human S1P4 receptor antagonism; S1P4-expressing cells, antagonist mode, reporter read-out; inhibition, % at 4.98 µM; hit rate 0.26% among 220,000; AID 1510; in the data active = inhibition above about 29%;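 also: 0% = wells stimulated with agonist and 100% = vehicle wells without agonist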
S1P4 agonist: human S1P4 receptor agonism. O95977. S1P4-expressing cell line, agonist reporter assay. activation, % at 4.98 µM. hit rate 0.35% among 220,000. AID 1509; in the data active = activation above about 11%;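 also: 0% = DMSO vehicle and 100% = reference agonist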
Ba/F3 V617F tox: lowers viability of Ba/F3 cells expressing EpoR and JAK2V617F; ATP luminescence; hit rate 1.1% among 220,000; inhibition, % at 5.6 µM;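 active = inhibition above the campaign mean plus 3 SD over all tested compounds, cut at about 24% in these data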;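 also: cytokine-independent growth of Ba/F3 cells driven by EpoR plus mutant JAK2; 0% = DMSO-treated cells and 100% = JAK inhibitor I control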
PERK inhibitor: blocks human PERK kinase; Q9NZJ5; CHO PERK-DD fusion, SEAP luminescence translation reporter; inhibition, % at 5.6 µM; hit rate 0.17% among 220,000;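 active = inhibition above the mean inhibition of all tested compounds plus 3 SD, set separately per screening campaign, cut at about 2.9% in these data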;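 also: PERK kinase domain activated by AP20187 dimerizer at 100 nM; 0% = DMSO with dimerizer and 100% = rapamycin at 8.4 µM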
m-calpain inh: blocks pig calpain II enzyme activity. AID 1236. inhibition, % at 16 µM. purified calpain II, fluorogenic peptide substrate, 30 min. hit rate 0.37% among 220,000;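 active = inhibition above about 50%, limit read from the data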
* hit, by the source's call; & = joins results of further samples.

SMILES	BaF3 tox	TRPN1 ag	TRPML3 agonist	EP2 mod	S1P4 antagonist	S1P4 agonist	Ba/F3 V617F tox	PERK inhibitor	m-calpain inh
COc1ccc(-c2nn(-c3ccccc3C)cc2CNC(C)Cn2cncn2)cc1F (centres undefined)	9	1.5	-0.4	-6	3	0.0	2	-0.2	6
Brc1ccc(-c2cn3ccccc3n2)cc1	4	-1.7	0.2	-25	7	-0.8	-3	1.3	4
C=CCn1c(NCc2ccc3c(c2)OCO3)nc2ccccc21	2	-1.6	-0.5	-13	-10	0.3	-4	-1.9	14
Cc1cc2cc3c(cc2nc1SCC(=O)OC(C)C)OCCO3	3	-0.1	-0.1	34	-14	-2.4	-2	0.7	6
CS(=O)(=O)N1CCN(Cc2ccccc2C(F)(F)F)CC1	3	1.0	0.0	16	-7	0.0	4	0.2	-14
C=CCNCCCCOc1ccccc1	4	0.3	0.8	22	6	0.1	0	0.8	-14
COc1ccccc1/C=C/CN1CCCC(CO)(Cc2cccc(Cl)c2)C1 (centres undefined)	6	-0.7	0.8	36	2	0.1	1	0.8	18
Cc1cc(C(=O)N2CCN(c3ccccc3)CC2)c(C)o1	8	0.4	0.3	14	-9	0.0	-1	1.2	31
COc1ccc(NC(=O)CN(Cc2ccccc2)S(C)(=O)=O)c(OC)c1	5	-0.1	0.1	14	-4	-1.4	-2	0.5	-28
Cc1cc(C)n(C(=O)COc2ccc([N+](=O)[O-])cc2)n1	2	0.6	0.3	13	-29	1.0	0	0.8	-1
CCOC(=O)c1sc2nc(COC(=O)c3c(F)cccc3F)[nH]c(=O)c2c1C	6	0.0	1.0	-45	-3	0.9	3	-0.6	-86
COc1ccc(Cl)cc1C(=O)NCCN(C)C	6	0.7	1.3	19	2	-1.9	-1	1.3	-1
CN(C)CCCn1c(=O)n(Cc2ccco2)c(=O)c2c3c(sc21)CCCCC3	4	1.0	-0.7	-29	-4	-0.1	5	-2.9	10
CC(NC(=O)C1CCCN(S(=O)(=O)c2cnc[nH]2)C1)c1ccccc1 (centres undefined)	1	-0.3	-1.3	7	-21	-0.1	-2	0.3	7
Cc1ccccc1OCCCC(=O)NCc1ccco1	2	-0.9	-0.3	-4	-13	-0.5	0	1.2	13
COc1ccc(CC(C)N2CCN(Cc3ccccc3)CC2)c(OC)c1 (centres undefined)	2	-0.4	-0.2	26	-13	0.5	4	-1.6	-24
COC(=O)c1cc(NC(=O)c2ccc(-c3ccccc3)cc2)ccc1Cl	-1	-0.5	0.5	-28	-4	0.4	-4	0.7	11
CCOc1ccc(C(C)NC(=O)Cc2ccccc2)cc1OCC (centres undefined)	4	0.4	0.6	31	-4	1.9	-2	-0.6	-11
O=C(c1cc(Cl)nc2ccccc12)N1CCCCC1	1	1.0	0.7	7	3	0.8	-5	1.2	-8
COC(=O)CN1C(=O)C2(OCCCO2)c2ccccc21	7	0.2	0.4	-1	-1	-2.5	0	-0.6	-18
C/C(CC(=O)NCc1ccccc1)=N\NC(N)=S	7	0.1	1.1	11	-13	1.0	1	2.3	-24
CC(C)(C)CC(C)(C)NC(=S)Nc1ccc2nc(-c3ccccn3)c(-c3ccccn3)nc2c1	5	2.9	0.9	36	11	0.4	-4	-0.4	-119
COc1ccc(CCN2C(=O)C(O)=C(C(C)=O)C2c2ccccc2OC)cc1OC (centres undefined)	3	-0.3	0.7	-2&13	18	-3.2	0	0.3	41
CSCCC1NC(=O)N(CC(=O)Nc2c(Cl)cc(Cl)cc2Cl)C1=O (centres undefined)	7	1.3	0.2	4	7	-1.4	5	0.8	-7
COc1ccc(OCCOc2ccc(C)nc2[N+](=O)[O-])cc1	9	0.6	0.6	6	-1	0.0	4	1.9	14
CC(C)NS(=O)(=O)c1ccc(NC(=O)C2CCCCC2)cc1	1	2.7	1.9	10	-2	2.3	-1	0.9	-23
CC(C)CCC1(CCNC(=O)c2cccs2)CCOC(C)(C)C1 (centres undefined)	0	-2.2	-0.7	-10	-8	1.8	5	-0.7	21
O=C(O)CCC(=O)N1CCCC1	-3	0.1	-0.1	4	1	-3.1	-3	0.0	-17
O=C(CCC1CCCN(Cc2cccc3c2OCO3)C1)NCc1ccc(F)c(F)c1 (centres undefined)	8	-1.1	0.2	-10	-2	1.0	2	-0.6	21
C[n+]1c2n(c3ccccc31)N=C(c1ccc(Br)cc1)CS2	71*	-0.1	0.6	-53&8	7	-1.8	66*	1.4	4
COc1cccc(N=Cc2ccc(O)cc2O)c1	0	3.3	0.9	21	-4	-2.3	-2	1.8	-54
Cc1ccc(C)n1C1CCS(=O)(=O)C1 (centres undefined)	1	0.7	1.0	37	0	1.1	-1	0.5	-26
CC(C)(C)C1(O)CC(C(F)(F)F)=NN1C(=O)CCc1ccccc1 (centres undefined)	0	-0.7	-0.7	57	0	0.6	-2	0.4	11
CSc1nc2ccc3nc(NC(=O)c4ccccc4)sc3c2s1	3	1.9	1.4	8	-15	-0.1	-3	1.0	-198
Fc1ccccc1CNc1cc(Cl)cc(Cl)c1	-1	-1.1	-0.6	43	-10	-1.5	-3	0.3	11
COc1cc(OC)c(S(=O)(=O)Nc2ccccc2NC(=O)CN2CCOCC2)cc1NC(C)=O	7	-0.5	1.7	7	2	0.3	1	0.2	-13
NC(=O)c1cnn(Cc2ccc(Cl)cc2)c1N	2	0.4	-0.1	-8&-4	-13	-0.6	0	0.5	8
O=c1cc(-c2ccccc2)oc2cc(OCc3ccccc3)cc(O)c12	2	2.8	0.5	0	-8	0.9	0	0.1	47
O=C(CSc1nc2ccccc2c(=O)n1Cc1ccco1)c1ccccc1	8	0.3	0.3	38	-6	-0.6	2	-0.6	44
Cc1ccc2oc(-c3ccccc3)nc2c1	1	0.1	0.4	-3	-6	2.5	-3	0.2	-25
O=C(CSCC(=O)Nc1nc(-c2ccc3c(c2)OCO3)cs1)Nc1nccs1	5	1.8	0.5	-33	-14	0.5	1	0.1	29
COc1ccccc1OCCn1cc(/C=C(\C#N)C(=O)NCc2cccs2)c2ccccc21	0	-0.2	0.3	-45	-8	-0.7	-3	0.0	-109
COc1ccc2[nH]c(=O)c(CN(Cc3ccc4c(c3)OCO4)C(C)=O)cc2c1	7	2.5	0.6	1	-24	0.2	3	0.3	-4
Cc1cccc(C(=O)N2CCC(=O)N(C(COCc3ccc(Cl)cc3)Cc3ccccc3)CC2)c1 (centres undefined)	5	0.9	-0.4	2	1	2.0	4	-1.0	24
Cc1nc2sc3c(c2c(=O)n1/N=C/c1ccco1)CCCC3	1	0.7	0.3	26	3	0.0	-4	-0.8	27
Cc1cccc(C)c1Nc1nnc(SCC(=O)NC2CCS(=O)(=O)C2)s1 (centres undefined)	4	-1.5	0.7	0	-21	1.1	-4	0.0	-13
CCc1cccc(CC)c1NC(=O)COC(=O)c1ccc(F)c(S(=O)(=O)N(CC)CC)c1	1	-1.0	0.0	3	-14	1.2	-2	0.7	17
COc1ccc(CCNC(=O)CSc2nc3[nH]ncc3c(=O)n2-c2ccc(Cl)cc2Cl)cc1OC	-5	-1.3	1.0	-4	-9	0.7	-2	0.8	7
CCOC(=O)c1sc(NC(=O)Nc2ccccc2)cc1C	1	10	6.8	-73	3	-0.3	-1	-0.8	37
S=C(NCc1ccc(Cl)cc1Cl)Nc1ccccc1	3	1.3	1.7	-40	-8	0.5	-3	-0.1	18
Continuation:
SMILES	BaF3 tox	TRPN1 ag	TRPML3 agonist	EP2 mod	S1P4 antagonist	S1P4 agonist	Ba/F3 V617F tox	PERK inhibitor	m-calpain inh
Cc1nc(-c2ccc(C(F)(F)F)cc2)sc1C(=O)NN	-1	0.3	0.7	-48	13	0.2	-5	-0.2	-13
COc1ccccc1C(=O)NC(C)c1ccccc1 (centres undefined)	1	-1.6	-0.1	-4	9	1.7	-2	-0.3	-7
O=C(Nc1ccc(-c2cnco2)cc1)c1ccc(Cl)cc1	-6	1.4	0.5	-7	-16	-0.3	0	0.9	-34
COc1cc(S(=O)(=O)N(Cc2ccccn2)Cc2ccco2)ccc1-n1cnnn1	8	0.2	0.7	5	-15	-0.3	2	-1.3	19
O=C1C2C3C=CC(CC3)C2C(=O)N1/N=C/c1c(O)ccc2ccccc12 (centres undefined)	4	0.8	1.2	1	-1	1.6	-3	0.7	-10
CCOc1ccc(Cc2nc(C)c(CC(=O)N3CCCCC3)c(=O)[nH]2)cc1	7	1.8	0.2	8	8	0.0	2	-0.1	14
CC(=O)NC(=O)c1cnn(-c2ccccc2)c1N	1	1.6	0.4	1	-9	-0.5	0	1.2	-34
COc1ccc(S(=O)(=O)NCCc2csc(C)n2)cc1C	2	0.5	-0.1	28	-5	-3.0	-2	0.7	-7
CCc1ccc2nc(Nc3ncc(C(C)=O)c(C)n3)nc(C)c2c1	2	0.2	0.1	12	-12	-1.4	-5	0.3	10
Cc1cccc(-n2ncc3c(NCCCn4ccnc4)ncnc32)c1	5	1.1	0.1	4	10	-3.4	3	-0.8	-4
O=C(O)CCCCCNCc1ccncc1	7	1.4	0.6	1	-10	0.7	-1	-0.1	-47
O=C(O)c1cc(-c2ccc(O)cc2)on1	6	4.0	0.9	15	-7	1.1	3	-0.2	32
CC(=O)Nc1ccc(-c2csc(N/N=C(/C)c3ccccc3)n2)cc1	3	-0.4	0.5	-89	-8	-0.2	2	0.9	-58
C/C(=N\n1c(C)cc(C)c(C#N)c1=O)c1cccs1	5	0.1	0.7	-4	-12	0.5	0	1.0	-12
C=C(C)CSc1nnc([C@H](CCSC)NC(=O)OC(C)(C)C)o1	2	0.3	0.1	2	5	-1.4	3	0.1	14
CCn1c(-c2ccc(N)cc2)nc2ccccc21	3	0.1	0.0	-1	-5	0.0	-3	0.3	-74
O/N=C(\c1ccc(Cl)cc1)c1cc2ccccc2o1	3	-1.4	-1.5	-1	1	6.8	1	0.2	65*
COc1ccc(CNC(=S)Nc2ccc(-c3ccccc3)cc2)cc1	7	1.2	0.8	-63	7	0.0	1	0.3	-11
COc1ccc(C(N)=S)cc1	0	-0.2	0.5	13	-11	-1.4	-2	0.2	13
CC(C)(C)NC(=O)c1cccc(NC(=O)CSc2ccccc2)c1	8	3.0	0.7	-35	-1	0.2	-2	2.1	-11
CC(C)CNC(=S)N1CCC(NC(=O)c2ccco2)CC1	-1	-0.7	0.0	-23	-6	-1.6	-6	1.7	28
Cc1ccc(S(=O)(=O)NCCCCCC(=O)Nc2ccccc2C)cc1	1	0.6	0.7	30	7	0.0	-1	1.0	-2

Given field by field: entries from further up
CCn1c(-c2ccc(N)cc2)nc2ccccc21
  BaF3 tox: 3
  TRPN1 ag: 0.1
  TRPML3 agonist: 0.0
  EP2 mod: -1
  S1P4 antagonist: -5
  S1P4 agonist: 0.0
  Ba/F3 V617F tox: -3
  PERK inhibitor: 0.3
  m-calpain inh: -74

O/N=C(\c1ccc(Cl)cc1)c1cc2ccccc2o1
  BaF3 tox: 3
  TRPN1 ag: -1.4
  TRPML3 agonist: -1.5
  EP2 mod: -1
  S1P4 antagonist: 1
  S1P4 agonist: 6.8
  Ba/F3 V617F tox: 1
  PERK inhibitor: 0.2
  m-calpain inh: 65*

COc1ccc(CNC(=S)Nc2ccc(-c3ccccc3)cc2)cc1
  BaF3 tox: 7
  TRPN1 ag: 1.2
  TRPML3 agonist: 0.8
  EP2 mod: -63
  S1P4 antagonist: 7
  S1P4 agonist: 0.0
  Ba/F3 V617F tox: 1
  PERK inhibitor: 0.3
  m-calpain inh: -11

COc1ccc(C(N)=S)cc1
  BaF3 tox: 0
  TRPN1 ag: -0.2
  TRPML3 agonist: 0.5
  EP2 mod: 13
  S1P4 antagonist: -11
  S1P4 agonist: -1.4
  Ba/F3 V617F tox: -2
  PERK inhibitor: 0.2
  m-calpain inh: 13
